Growth percent in the NCI-60 one-dose screen (48 h, 10 µM unless noted): 100 = growth as untreated, 0 = no growth, -100 = all killed.
ACHN: ACHN renal cancer; hit rate 4.9% among 81,000; AID 1794771
TK-10: TK-10 renal cancer cells. hit rate 3.9% among 81,000
786-0: 786-0 renal cancer cells; hit rate 5.1% among 81,000
CAKI-1: CAKI-1 renal cancer | hit rate 4.7% among 75,000 | AID 1794772
NCI-H460: NCI-H460 lung cancer; hit rate 6.8% among 82,000; AID 1794736
UO-31: UO-31 renal cancer. hit rate 5.2% among 81,000
NCI-H522: NCI-H522 lung cancer; hit rate 8% among 78,000; AID 1794739
NCI-H322M: NCI-H322M lung cancer | hit rate 2.7% among 80,000 | AID 1794733
RXF 393: RXF 393 renal cancer cells; hit rate 6.9% among 77,000
Active calls of the source: *; · = not tested or not shown; [ ] = another dose, or the depositor's remark. How the source made its calls: active means growth percent below 10; inactive means the rest.

SMILES	ACHN	TK-10	786-0	CAKI-1	NCI-H460	UO-31	NCI-H522	NCI-H322M	RXF 393
O=C(/C=C/c1ccccc1)Oc1ccc(Cl)cc1Cl	105	99	108	108	104	90	90	96	102
ClC(Cc1ccccc1)c1ccccc1 (stereo not drawn)	·	·	93	101	103	91	96	93	·
Cn1ncc(CC(=O)O)c1-n1cnc2cc(Cl)ccc2c1=O	96	131	106	109	107	83	114	103	139
Cc1[nH]nc2c1C(c1cc3cc(Br)ccc3nc1Cl)C(C#N)=C(N)O2 (stereo not drawn)	91	115	102	98	106	74	85	98	91
ClC1=C(Cl)C(Cl)=C(Cl)C1=Cc1ccc(Cl)cc1Cl	-76*	-5.1*	-40*	-41*	-16*	-82*	-23*	11	-95*
CC(=O)N1c2ccccc2N(C(C)=O)c2ccccc21	104	·	100	99	102	92	91	110	·
Cc1cc(O)ccc1SC#N	110	106	103	100	99	81	99	100	109
Cc1cc(C)nc(SCC(=O)Nc2ccc(-c3nc4ccccc4[nH]3)cc2)n1	97	109	100	98	93	97	88	100	92
O=C(NCc1cccc(CNC(=O)Nc2nc3ccccc3[nH]2)c1)Nc1nc2ccccc2[nH]1	70	-33*	-43*	32	-53*	63	1.5*	-7.9*	43
CN(C)c1nc2c([nH]1)c(=O)n(C)c(=O)n2C	102	107	105	102	103	99	73	105	·
Cc1ccc(NC(=O)N/N=c2\cc(C)c3ccc(O)cc3o2)cc1	97	111	101	100	117	84	82	95	123
CCN(CC)CCOC(=O)c1c(C)c(C)c(C)c(C)c1C	103	91	91	92	92	87	66	99	117
Cn1ccc(=Nc2ccc(NC(=O)c3ccc(N=c4ccn(C)c5ccc([N+](=O)[O-])cc45)cc3)cc2)cc1	99	122	79	113	99	83	53	104	-0.1*
OCCNc1ncnc2cc(Cl)ccc12	98	100	112	97	103	73	99	99	91
CCCCNC(=O)Cc1c(-c2ccc(OC)cc2)oc2c(OC)c3c(c(OC)c12)OCO3	98	123	101	83	101	83	89	104	96
Sc1c(Br)cc(Br)cc1Br.[Ag]	108	100	106	104	109	84	94	97	111
COc1cc(Cn2cc(C#N)c(N)c2C(=O)c2ccc(Br)cc2)cc(OC)c1OC	108	120	84	81	105	84	91	104	83
Cc1ccc(C2CC(c3ccc(NC(=S)Nc4ccccc4)cc3)=NN2c2ccc(S(N)(=O)=O)cc2)cc1 (stereo not drawn)	-33*	22	19	-11*	-11*	3.5*	16	46	-16*
CCc1cccc(CC)c1-n1nnc(C(=O)c2ccccc2)c1C(=O)OC	88	133	87	62	88	·	98	94	101
Cc1ccc(C(=O)/C=C/c2ccc3c(c2)OCO3)cc1	107	94	95	88	103	62	65	112	107

Structures listed so far with bromine, in the order listed:
SMILES	ACHN	TK-10	786-0	CAKI-1	NCI-H460	UO-31	NCI-H522	NCI-H322M	RXF 393
Cc1[nH]nc2c1C(c1cc3cc(Br)ccc3nc1Cl)C(C#N)=C(N)O2 (stereo not drawn)	91	115	102	98	106	74	85	98	91
Sc1c(Br)cc(Br)cc1Br.[Ag]	108	100	106	104	109	84	94	97	111
COc1cc(Cn2cc(C#N)c(N)c2C(=O)c2ccc(Br)cc2)cc(OC)c1OC	108	120	84	81	105	84	91	104	83

Remaining list, next part:
SMILES	ACHN	TK-10	786-0	CAKI-1	NCI-H460	UO-31	NCI-H522	NCI-H322M	RXF 393
O=C(c1ccc2nc(NS(=O)(=O)c3ccc4ccccc4c3)sc2c1)N1CCN(c2ccc(Cl)c(Cl)c2)CC1	100	100	103	97	106	83	87	99	108
COc1ccc2oc3cc(Cl)ccc3c(=O)c2c1	92	145	110	25	96	·	·	76	·
CO[C@@H](C)Cn1c(=O)n(C)c2cnc3ccc(-c4cncc(C(C)(C)O)c4)cc3c21	3.7*	-50*	-11*	-16*	5.8*	-19*	3.5*	-15*	-47*
COc1ccc(NC(=O)C2=C(C)NC(=O)N(C)C23C(=O)Nc2ccccc23)cc1 (stereo not drawn)	102	107	98	83	107	53	95	105	111
Cc1ccn2c(C(=O)c3ccc(Br)cc3)cc(C(=O)/C=C/c3ccc(N(C)C)cc3)c2c1	96	122	105	96	104	86	97	95	123
COc1cc(C(=O)NNC(=O)c2ccc(NC(=O)CC#N)cc2)cc(OC)c1OC	·	82	105	·	108	84	76	90	120
O=C1/C=C/[C@@H](O)[C@@H]2C[C@@H](O)C[C@H]2/C=C/CCC[C@H](CCc2ccc3ncccc3c2)O1	5.1*	-24*	-50*	-10*	15	-0.2*	-53*	18	-33*
O=C(N/N=C/c1ccc(OCc2ccccc2)cc1)c1cnn2c1NC(c1ccccc1)C2 (stereo not drawn)	97	98	96	99	110	89	94	95	109
COC(=O)c1ccc2c(c1)nc(-c1ccc(Cl)cc1)n2-c1ccc(Cl)cc1	100	110	107	81	93	87	76	92	96
Cc1cc(C)c2c(Cn3cc(CSc4nc5ccccc5o4)nn3)cc(=O)oc2c1	99	122	107	97	106	88	96	107	119
COc1ccc(-c2nc(-c3ccccc3C)c3c(-c4ccc(C(F)(F)F)cc4)c(-c4ccccc4)[nH]c3n2)cc1	96	120	110	87	117	74	100	103	·
CC(C)(C)n1cc(-c2ccnc(NCCNS(=O)(=O)c3cccc(F)c3)c2)c(-c2cccc(F)c2)n1	97	96	82	73	93	66	67	84	84
CCCSc1nc(Nc2ccc(/C(C)=N\NC(N)=S)cc2)c(C#N)c(-c2ccccc2)n1	35	95	60	48	33	47	85	84	-4.6*
COc1ccc(-c2c3ccccc3c(OC(C)=O)c3cc(OC)ccc23)cc1	·	77	87	·	100	87	67	82	104
CCCCCCCCCCCCCCCCCCn1cc(COc2ccc(C=O)cc2)nn1	104	100	95	104	102	93	89	108	113
CCCCCCCCC/C=N/Nc1ccc([N+](=O)[O-])cn1	107	108	104	85	103	76	94	97	101
COC(=O)c1cc(-c2cc3ccccc3o2)nn1-c1ccccc1	90	111	87	73	128	65	83	109	·
ClC1=C(Cl)C(Cl)=C(Cl)C1=Cc1ccccc1	-35*	-36*	-90*	-38*	-53*	-87*	-51*	-13*	-91*
O=C1Cc2c(sc3c(F)cccc23)C(c2ccccc2[N+](=O)[O-])N1 (stereo not drawn)	101	142	110	75	77	70	102	99	125
CO/N=C(/C(=O)N[C@@H]1C(=O)N2C(C(=O)O)=C(CSc3nc(=O)c(=O)[nH]n3C)CS[C@H]12)c1csc(N)n1	·	123	104	90	113	75	99	100	95
N#CC1=C(N)Oc2c(c(=O)[nH]c3ccccc23)C12C(=O)c1cccc3cccc2c13 (stereo not drawn)	109	99	98	94	110	83	97	114	111
CNN(C)c1c(C)cc(C)cc1C	93	112	98	102	111	80	109	99	124
OCC(O)C(O)C(O)C(O)c1nc2ccccc2s1 (stereo not drawn)	103	113	110	118	105	69	103	131	142
C#CC(OC(=O)N(C)C)(c1ccccc1)c1ccc(F)cc1 (stereo not drawn)	101	125	120	92	97	89	83	128	88
O=S(=O)(NCCNc1cc(-c2cn(-c3ccccc3)nc2-c2cccc(O)c2)ccn1)c1cccc2ccccc12	72	104	60	60	63	53	81	72	56
CC(C)CCOB(OCCC(C)C)OCCC(C)C	115	110	103	99	110	84	103	97	111
CC1(C)C(O)NC(Cl)=C(C#N)C1(C#N)C#N (stereo not drawn)	127	143	96	177	113	81	91	130	7.5*
C[C@@H]1CC[C@]2(C)[C@H](CC[C@@H]3O[C@@]32C)[C@@]1(C)CCc1ccoc1	100	89	102	96	97	92	83	96	105
CCCCOC(=O)c1ccc(NC(=O)C(C)N(CC)CC)cc1 (stereo not drawn)	93	85	89	79	101	23	84	91	87
COc1ccc2oc(=O)cc(CC(=O)NCCc3c[nH]c4ccccc34)c2c1	94	102	106	91	102	75	88	99	110
COc1ccc2c(-c3cc4c(oc3=O)-c3ccccc3OC4OC(C)=O)cc(=O)oc2c1 (stereo not drawn)	70	87	68	83	81	·	67	86	·
N#CC(C#N)=C(O)/C(=C/c1ccc(Cl)cc1Cl)NC(=O)c1ccccc1	78	119	86	75	105	·	78	91	98
COc1c(C)cnc(CSc2nc(-c3ccc(F)cc3)cn2-c2ccc(Cl)cc2)c1C	93	105	93	69	95	61	69	92	99
C#CCn1cc(-c2nc3ccccc3[nH]2)c2cccnc21	95	125	103	98	100	69	92	101	109
COc1cc(/C=C/C(=O)C2=C(/C=C/c3ccc(O)c(OC)c3)NC(=O)NC2c2ccc(Cl)cc2)ccc1O (stereo not drawn)	85	·	101	86	99	76	102	99	94
CC(SC(C)C(=O)N/N=C/c1cccc(Cl)c1)C(=O)N/N=C\c1cccc(Cl)c1 (stereo not drawn)	44	105	91	92	21	90	60	84	91
CN(C)c1ccc(Nc2cc(-c3cccc(OC(F)(F)F)c3)nc3ccc(N4CCCC4)cc23)cc1	98	95	2.1*	90	-71*	74	88	46	89
CNS(=O)(=O)c1ccc(OCCOc2ccc(S(=O)(=O)NC)cc2)cc1	98	94	104	98	108	90	73	102	114
CCC(C(N)=O)c1ccccc1 (stereo not drawn)	105	94	101	102	107	85	92	98	100
CCOC(=O)Cn1c2c(sc3ncccc32)c(=O)n2nnc(-c3ccccc3)c12	99	126	106	95	126	63	95	·	124
Fc1cnc(Nc2ccc(OCCN3CCCC3)cc2)nc1NCc1ccco1	61	54	76	37	68	60	52	77	84
COC(=O)c1c(C(=O)OC)c2c3ccccc3c3ccccc3n2c1C(C)=O	95	126	104	80	115	89	103	98	92
O=C(O)COCCOCC(=O)O	110	101	106	101	105	95	100	106	·
O=c1cc(-c2ccccc2)[nH]n1-c1ccccc1	93	104	97	109	112	100	91	100	110
COc1ccc(-c2c(-c3ccccc3)nc3sc4cc(OC)ccc4n23)c(OC)c1	90	119	98	66	89	59	75	77	93
CN1C(=O)N(C)C2Nn3c(s/c(=C\c4ccco4)c3=O)=NC21 (stereo not drawn)	105	98	98	93	104	86	93	102	107
O=c1[nH]cnc(CN2CCCCC2)c1O	105	103	106	126	112	93	119	147	111
CC(=O)N1N=C(c2ccc(Cl)cc2)CC1c1sc(Cl)nc1Cl (stereo not drawn)	105	69	85	76	107	41	81	63	80
COc1cc2ccc(C(C)=O)cc2cc1OC	92	138	107	·	100	72	·	104	·
O=C1c2ccccc2C(=O)c2cc(Cl)ccc21	108	125	·	94	107	97	108	97	95
The results go on.
SMILES	ACHN	TK-10	786-0	CAKI-1	NCI-H460	UO-31	NCI-H522	NCI-H322M	RXF 393
Cc1ccc2c(C)coc2c1	92	120	96	84	112	82	98	99	133
CC(=O)Nc1nc(C)c(C(=O)NNC(=S)NCc2ccccc2)s1	58	109	84	103	78	55	92	89	107
O=C(C[C@@H]1C(=O)Nc2ccccc2N1C(=O)c1ccccc1)Nc1ccc(F)cc1	83[100 µM]	126[100 µM]	87[100 µM]	70[100 µM]	102[100 µM]	61[100 µM]	67[100 µM]	90[100 µM]	96[100 µM]
COc1cc(C2NC(=O)NC(C)=C2C(=O)OC(C)C)cc(OC)c1OC (stereo not drawn)	106	89	86	96	107	88	89	101	93
COc1cccc(-c2[nH]c(=S)ncc2C(=O)c2ccccc2)c1	91	100	100	59	92	76	71	100	91
O=c1[nH]c2ccccc2cc1/C=N/O	91	114	103	84	99	77	88	92	84
COc1cccc(C=Nc2cc(C(C)C)c(O)cc2C)c1O	100	100	106	·	107	72	·	95	104
O=C(/C(=N/Nc1ccccc1)C(=S)Nc1ccccc1)c1ccccc1	116	111	96	89	96	85	·	96	106
CCOC(=O)c1cc(C(=O)c2cc(OC)c(OC)c(OC)c2)n2nc(C)ccc12	49	78	54	·	9.6*	40	3.8*	·	34
COc1ccc(-c2c(C#N)c(=O)oc3c2c(N)nn3-c2ccccc2)cc1	99	124	102	95	104	75	93	92	91

Brought forward from above: 4 compounds, followed by the next part.
SMILES	ACHN	TK-10	786-0	CAKI-1	NCI-H460	UO-31	NCI-H522	NCI-H322M	RXF 393
COc1cccc(C=Nc2cc(C(C)C)c(O)cc2C)c1O	100	100	106	·	107	72	·	95	104
O=C(/C(=N/Nc1ccccc1)C(=S)Nc1ccccc1)c1ccccc1	116	111	96	89	96	85	·	96	106
CCOC(=O)c1cc(C(=O)c2cc(OC)c(OC)c(OC)c2)n2nc(C)ccc12	49	78	54	·	9.6*	40	3.8*	·	34
COc1ccc(-c2c(C#N)c(=O)oc3c2c(N)nn3-c2ccccc2)cc1	99	124	102	95	104	75	93	92	91
CCOc1ccc2nc(-n3c(=O)c4cccnc4n(-c4ccc(Cl)cc4)c3=O)sc2c1	107	113	104	108	130	98	90	122	120
CSc1nccc(-c2c(-c3ccc(F)c(OCCc4ccc(F)cc4)c3)nc3sccn23)n1	36	58	62	68	93	55	62	72	70
Cc1nc(Br)c(Br)c(C)c1Br	101	120	103	64	110	82	88	106	103
O=C(O)C=C(c1ccccc1)c1ccccc1	107	101	108	100	103	100	97	105	97
O=C(Nc1cccc(-n2cnc3cc(-c4ccc(O)cc4)ccc32)c1)C1CC1	15	67	26	26	7.4*	23	5.8*	48	14
O=c1oc(-c2cccc([N+](=O)[O-])c2)nc2ccccc12	102	101	105	99	104	93	·	107	106
CCCCCCCn1cc2c(NCCc3ccccc3)ncnc2n1	95	119	100	79	100	71	95	102	104
CC(C)(C)[Si](C)(C)OC1[C@@H](COC(N)=O)O[C@@H](n2cnc3c(N)ncnc32)[C@H]1O[Si](C)(C)C(C)(C)C (stereo partly drawn)	89	·	91	92	84	52	·	114	106

High-throughput results as filed in PubChem BioAssay.
